FBW7 activator: activators of human E3 ligase FBW7; Q969H0; normalized activity (activation), % at 26.1 µM; AID 1259310; 0.13% of 650,000 active; AlphaScreen FBW7–phospho-cyclin E peptide binding, activator screen; in the data active = normalized activity above about 1.9%;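 also: purified mutant Fbw7 with reduced substrate affinity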
TEAD-YAP block: TEAD-YAP interaction inhibition. HEK-TIYL cells, TEAD-Gal4/YAP UAS-luciferase luminescence. 1.4% of 640,000 active. inhibition, % at 9.12 µM. AID 1259422; in the data active = inhibition above about 32%;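 also: 0% = median of test compound wells and 100% = reference inhibitor wells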
GPR151 ag: activators of human GPR151; 1% of 650,000 active; PathHunter beta-arrestin GPR151 cells, luminescence; Q8TDV0; activation, % at 11.2 µM; in the data active = activation above about 4.9%;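 also: 0% = median of compound wells and 100% = cells with positive control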
Target sequence (Q8TDV0 whole entry, looked up): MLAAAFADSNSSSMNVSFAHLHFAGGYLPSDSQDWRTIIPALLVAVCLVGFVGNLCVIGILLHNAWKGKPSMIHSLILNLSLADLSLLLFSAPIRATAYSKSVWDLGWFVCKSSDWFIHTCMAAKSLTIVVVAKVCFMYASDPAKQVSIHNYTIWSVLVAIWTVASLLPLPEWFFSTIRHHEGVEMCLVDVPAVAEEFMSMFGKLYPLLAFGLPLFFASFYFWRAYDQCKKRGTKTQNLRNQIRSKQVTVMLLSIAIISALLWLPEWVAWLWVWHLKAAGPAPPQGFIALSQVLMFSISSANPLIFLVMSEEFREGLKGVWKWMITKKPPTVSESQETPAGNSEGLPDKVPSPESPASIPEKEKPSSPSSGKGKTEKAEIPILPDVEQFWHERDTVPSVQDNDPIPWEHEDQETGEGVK
MITF inh: inhibitors of human MITF. O75030. AID 1259374. AlphaScreen MITF homodimerization, bead proximity signal. 0.91% of 650,000 active. inhibition, % at 2.6 µM; in the data active = inhibition above about 50%;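 also: 0% = vehicle wells with protein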
Target sequence (O75030 whole entry, looked up): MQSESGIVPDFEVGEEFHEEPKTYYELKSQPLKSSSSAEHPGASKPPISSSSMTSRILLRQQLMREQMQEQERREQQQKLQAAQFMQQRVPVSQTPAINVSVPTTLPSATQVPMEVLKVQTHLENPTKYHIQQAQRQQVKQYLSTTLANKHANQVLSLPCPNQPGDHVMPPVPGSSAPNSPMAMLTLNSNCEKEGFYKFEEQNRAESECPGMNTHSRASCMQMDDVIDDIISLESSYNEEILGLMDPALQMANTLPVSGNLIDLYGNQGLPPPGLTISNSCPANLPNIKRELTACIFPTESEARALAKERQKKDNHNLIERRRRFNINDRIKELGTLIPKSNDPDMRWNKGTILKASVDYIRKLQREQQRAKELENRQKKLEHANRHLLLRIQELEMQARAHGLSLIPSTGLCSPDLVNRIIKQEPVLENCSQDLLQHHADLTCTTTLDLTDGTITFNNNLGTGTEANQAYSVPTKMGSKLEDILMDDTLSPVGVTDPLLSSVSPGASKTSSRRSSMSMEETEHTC
* hit, by the source's call.

SMILES,FBW7 activator,TEAD-YAP block,GPR151 ag,MITF inh
Cc1noc(C)c1-c1cccc(C(=O)NCCN(C(C)C)C(C)C)n1,0.3,-7.6,-0.5,13.3
N#CCSc1nc2[nH]ncc2c(=O)n1-c1ccccc1Br,0.1,1.3,-0.8,11.9
O=C(Nc1cccnc1)OCCc1ccccn1,0.1,-33.8,0.7,0.3
O=C1C=C(NNC(=O)c2ccccn2)CCC1,-1.1,-71.3,-0.7,21.9
COC(=O)C1=C(C)N=c2s/c(=C\c3c(F)cccc3Cl)c(=O)n2C1c1cccs1 (stereo not drawn),-0.2,14.5,2.0,-15.8
COc1ccccc1C1=NN(C(=O)CCC(=O)O)C(c2ccccc2Cl)C1 (stereo not drawn),0.1,-3.6,0.0,-9.0
COc1ccc(N2C(=O)CN=C2Nc2ccccc2Cl)cc1OC,0.0,9.4,0.3,-12.9
CN(CC1OCCO1)C(=O)c1c(C(F)(F)F)nc2ccccn12,0.2,1.3,0.0,6.7
COc1ccccc1C1(CC(=O)N(C)Cc2nonc2C)CC(=O)N(C2CCCC2)C1=O (stereo not drawn),0.2,-10.0,0.7,7.0
Cn1c(CN2CCOCC2)nnc1SCc1ccccc1,-0.2,1.8,-0.1,-12.8
CC(C)OCCCNC(=O)NC(=O)c1ccc(Cl)cc1,-0.1,-18.8,0.0,7.3
C[C@@H]1CN(c2nncc(-c3cccc(C(F)(F)F)c3)n2)C[C@H](C)O1,0.0,0.2,-1.4,13.5
COCC(C)Nc1ncnc2c1c(-c1ccccc1)cn2-c1ccc(Cl)cc1 (stereo not drawn),-0.1,-9.4,-1.3,-0.4
CC(C)(C)OC(=O)CCN1CCC(C(N)=O)CC1,0.0,6.1,0.6,15.7
CCOC(=O)c1c(NC(=O)COc2ccccc2C(C)(C)C)sc2c1CCCC2,0.3,1.1,-0.3,8.8
CCOC(=O)c1sc(NC(=O)c2cc([N+](=O)[O-])ccc2Cl)c(C(=O)OCC)c1C,0.0,7.7,-0.6,14.5
COc1ccc(S(=O)(=O)NC(CC(=O)NCc2ccccc2Cl)c2ccco2)cc1 (stereo not drawn),0.4,7.2,-1.5,22.6
N#Cc1c(NC(=O)/C=C\C(=O)O)sc2c1CCCC2,-0.1,-4.4,1.5,1.7
COc1ccccc1C(=O)N/C(=C/c1ccccc1)C(=O)N1CCCCC1,0.2,3.2,-0.1,15.5
O=[N+]([O-])c1cccc(-c2nc(N3CCCCCC3)c3ccccc3n2)c1,0.0,3.5,-1.7,-9.8
O=c1[nH]c2ccc(S(=O)(=O)NCc3ccc(F)cc3)cc2[nH]c1=O,0.4,0.5,-0.2,-0.1
CN1CCN(c2ccc(-c3nc(C(=O)NCCOc4ccccc4)cs3)cc2)CC1,0.0,-13.8,1.2,1.5
O=C(/C=C/c1cn(-c2ccccc2)nc1-c1cccnc1)c1ccc(F)cc1,-0.1,-11.8,0.6,8.6
O=[N+]([O-])c1cccc(CNc2nccnc2-c2ccc(O)cc2)c1,0.0,-0.4,2.6,-0.4
CC(=O)NC(Cc1ccc(F)cc1)C(=O)NC(CC(C)C)C(=O)O (stereo not drawn),-0.2,-2.2,-0.3,-5.5
COC(=O)c1cc(S(=O)(=O)N2CCc3ccccc3C2)c[nH]1,0.0,-2.1,-0.3,10.9
COc1ccccc1N1CCN(C(=O)/C=C/c2ccccc2)CC1,0.0,-5.0,-1.0,28.1
Cc1cccc(NC(=O)C2CCC(CNc3c(N4CCCC4)c(=O)c3=O)CC2)c1C (stereo not drawn),-0.2,-2.3,-0.6,5.9
CC(=O)NCCOc1ccc(NC(C)=O)cc1,0.0,2.2,0.1,4.8
COc1ccc(-c2oc(/N=C/N3CCCCCC3)c(C#N)c2-c2ccc(OC)cc2)cc1,-0.1,1.5,1.2,-2.3
CCOc1ccc(N=Cc2c(O)[nH]c(=S)[nH]c2=O)cc1,0.1,-3.2,0.8,-3.9
Cc1cc2nc(Cc3cc4c(cc3Br)OCO4)c(=O)[nH]c2cc1C,-0.2,8.2,0.5,-4.3
CCOC(=O)Cn1nc(C)n(-c2ccc(Br)cc2)c1=O,-0.1,5.9,-0.3,11.7
CC1=C(c2ccc(C)cc2)S(=O)(=O)N=C1Nc1ccc(C)cc1C,0.7,-30.9,2.5,3.6
CCCC(=O)NC(c1ccc(O)c(OCC)c1)c1cc([N+](=O)[O-])c2cccnc2c1O (stereo not drawn),-0.2,14.7,-0.3,40.7
CC1CCCCN1C(=O)c1oc(=O)c2ccccc2c1-c1ccccc1 (stereo not drawn),0.0,-6.6,0.5,2.0
C=COCCNC(=O)C(=O)Nc1cccc(OC)c1,0.2,-34.0,-2.1,15.7
CCOc1cc(C2NC(C(=O)O)CS2)ccc1OCC(N)=O (stereo not drawn),0.2,-6.5,-1.9,9.4
CCOc1cc(C2C(C(=O)OC)=CN(Cc3ccc(OC)c(OC)c3)C=C2C(=O)OC)cc([N+](=O)[O-])c1O,0.4,-13.8,-0.8,3.0
COc1cccc(CN2CCN(CCO)CC2)c1O,0.1,3.3,-0.6,14.1
COCCn1c(SCC(=O)c2cc(OC)ccc2OC)nnc1-c1ccco1,-0.1,-5.3,1.1,0.5
O=C(O)c1cc2c(o1)CCC/C2=N/O,0.0,0.8,-1.8,5.3
O=C1CSC(c2ccccc2Br)N1c1ccc(Oc2ccc(Cl)cc2)cc1 (stereo not drawn),0.0,-12.0,-1.1,-15.1
Cc1nn(CC(=O)Nc2ccccn2)c(C)c1[N+](=O)[O-],-0.1,1.1,1.3,-1.1
O=C(CNC(=O)C1CCCCC1)Nc1ccc([N+](=O)[O-])cc1,-0.1,1.3,-1.4,-17.0
COc1cc(CN2CCN(C3CCCC3)C(CCO)C2)cc(Cl)c1O (stereo not drawn),-0.1,5.5,-0.5,6.7
Cc1occc1C(=O)N(C)C(Cc1ccccc1F)C1CCN(Cc2cnn(C)c2)CC1 (stereo not drawn),0.0,-1.1,0.6,15.9
COc1ccc(-c2cccc(C(=O)OCc3ccco3)c2)cc1,0.5,-11.1,0.9,14.6
CCCCNC(=O)CS(=O)Cc1nc(-c2ccc(CC)cc2)oc1C (stereo not drawn),0.7,-12.9,-1.4,7.6
O=c1cc(CN2CCN(Cc3ccc4c(c3)OCO4)CC2)c2cc(Cl)ccc2o1,-0.2,4.3,0.7,-8.8
CC(C)(C)c1ccc(-c2nnc(SCCNCCC(N)=O)n2C2CCCC2)cc1,-0.1,2.4,0.6,6.8
O=C(COC(=O)c1ccc([N+](=O)[O-])o1)Nc1ccc(F)cc1,0.1,14.2,-0.1,-3.0
COc1ccc(CCNS(=O)(=O)c2cc(Br)cc3c2N(C(C)=O)CC3)cc1OC,0.1,-4.4,0.0,4.2
N/C(=N\OC(=O)Cc1ccccc1[N+](=O)[O-])c1cccnc1,0.3,-0.6,0.4,-3.3
CC(C)(C)N/N=C/c1cc(Cl)cc([N+](=O)[O-])c1O,0.1,15.4,-0.2,-6.2
O=C(NCc1ccccc1)c1ccc2nc(Nc3ccc(C(F)(F)F)cc3)sc2c1,0.0,-24.8,1.3,-1.7
COc1ccc(C(=O)Nc2ccc(I)cc2F)cc1[N+](=O)[O-],-0.1,0.7,0.1,11.6
O=C(CCNC(=O)c1ccccc1Br)NCC1CCCO1 (stereo not drawn),-0.1,10.6,0.1,7.4
Cc1nc2ccc(Cl)cc2c(-c2ccccc2)c1C1=NN(C(=O)CCC(=O)O)C(c2ccccc2F)C1 (stereo not drawn),0.1,10.7,0.2,15.1
COc1ccc(OC)c(/C=c2\sc3nc(=O)c(Cc4ccccc4)nn3c2=O)c1,0.0,8.0,0.1,14.3

The list continues:
SMILES,FBW7 activator,TEAD-YAP block,GPR151 ag,MITF inh
CCC1CCC(C(=O)NC(C(=O)NC(C(=O)OC)C(C)C)C(C)C)CC1 (stereo not drawn),-0.1,-4.7,1.1,-3.9
O=C(CCC1(Cc2ccc3c(c2)OCO3)CCC(=O)N1)NCc1cccc(F)c1F (stereo not drawn),-0.1,-3.9,-0.4,10.0
Cc1ccc(-n2nc3c(c2NC(=O)COc2ccc4ccccc4c2)CSC3)cc1,0.0,-3.3,0.2,1.1
CC(C)(C)C(=O)CSc1nc2cc(C(=O)N3CCN(c4ccccc4)CC3)ccc2c(=O)n1Cc1ccccc1,0.2,14.7,-0.7,-2.0
CCc1cc2c(=O)c(-c3ccc4c(c3)OCO4)c(C)oc2cc1OC1OC(CO)C(O)C(O)C1O (stereo not drawn),0.1,13.2,0.7,1.7
O=C1N=C2N(CCN3CCOCC3)c3ccccc3N2/C1=C\c1ccc([N+](=O)[O-])s1,0.1,2.4,-0.4,-2.0
Cc1cccc(NC(=S)NC(=O)c2cccc3ccccc23)n1,0.2,13.8,1.9,7.4
CCOC(=O)c1c(NC(=O)Cc2ccccc2)sc2c1CCC2,0.1,12.2,0.2,-17.4
COc1ccc(/C=C(/NC(=O)c2ccc(Cl)cc2)C(=O)Nc2cc(C)cc(C)c2)cc1OC,-0.1,-0.8,0.4,0.3
COC(=O)C1=C(C)N(C)C(=O)NC1c1ccccc1OC (stereo not drawn),0.7,9.3,0.9,11.5
Cc1cc(Br)cc(C)c1OCC(=O)NC(C)C,-0.3,5.3,-0.6,-17.9
COc1cccc(CN2CCc3nnc(C(C)NC(=O)c4ccoc4C)n3CC2)c1O (stereo not drawn),0.4,7.7,-0.9,12.5
O=C(CCCCCn1c(=S)[nH]c2cc3c(cc2c1=O)OCO3)NCc1ccccn1,0.4,11.4,0.9,3.4
Cc1ccc(OCC(=O)N/N=C/c2cc3ccccc3nc2Cl)c([N+](=O)[O-])c1,0.0,1.1,2.4,9.5
O=C(O)CSc1nnc(NC2CCCCC2)s1,-0.1,0.8,-0.5,3.5
COc1cc([N+](=O)[O-])cc2sc(NC(=O)C3CC3)nc12,0.7,5.8,-1.9,16.0
Nc1nc(-c2cccc([N+](=O)[O-])c2)nc2c1c(=O)oc1ccccc12,0.1,18.6,-0.2,9.3
COc1ccc(NC(=O)CCCCCn2c(SCC(=O)c3ccc(F)cc3)nc3ccsc3c2=O)cc1,-0.2,-5.6,-0.1,-7.3
O=C(CCc1nnc(-c2ccsc2)o1)NC1CCc2ccccc21 (stereo not drawn),0.1,3.3,0.7,3.3
Cc1cc(C)cc(N2Cc3ccncc3C2=O)c1,-0.5,0.7,-0.4,-12.0
CSc1nnc(CSc2ncccn2)n1-c1ccccc1,-0.1,-16.6,-1.5,-1.0
CC1=NN(c2ccc(Cl)c(C(=O)O)c2)C(=O)/C1=C\c1ccc(Br)cc1,0.0,6.4,-0.1,4.5
Cc1ccc(-n2nc3c(c2-n2cccc2)CN(C(=O)c2ccno2)C3)cc1C,-0.5,-5.0,-0.4,3.4
Cc1ccc(C2C3=C(CC(C)(C)CC3=O)OC3=C2C(=O)CC(C)(C)C3)cc1,0.0,8.9,1.1,4.1

Molecules listed so far containing a cyano group:
SMILES,FBW7 activator,TEAD-YAP block,GPR151 ag,MITF inh
N#CCSc1nc2[nH]ncc2c(=O)n1-c1ccccc1Br,0.1,1.3,-0.8,11.9
N#Cc1c(NC(=O)/C=C\C(=O)O)sc2c1CCCC2,-0.1,-4.4,1.5,1.7
COc1ccc(-c2oc(/N=C/N3CCCCCC3)c(C#N)c2-c2ccc(OC)cc2)cc1,-0.1,1.5,1.2,-2.3

Carrying on.
SMILES,FBW7 activator,TEAD-YAP block,GPR151 ag,MITF inh
COc1cccc(CN2CCC(N(C)C(C)c3nc(C)cs3)CCC2=O)c1 (stereo not drawn),-0.1,12.2,0.9,-5.2
O=S(=O)(c1ccc(Cl)cc1)N1CCN(CC(O)Cn2c3ccccc3c3ccccc32)CC1 (stereo not drawn),-0.1,0.6,-0.4,4.8
C=CCNc1oc(-c2ccc([N+](=O)[O-])cc2)nc1C#N,-0.1,-24.0,0.1,-6.2
Cc1ccccc1C(=O)NNC(=O)COc1ccc(Cl)cc1,0.0,0.5,0.2,14.6
COc1cc(CN2CCCC(C(N)=O)C2)cc(Br)c1O (stereo not drawn),0.2,1.4,-0.6,17.9
CCC(=O)N1CCc2cc(S(=O)(=O)NC(C(=O)NCc3ccccn3)C(C)C)ccc21 (stereo not drawn),-0.1,-1.9,0.5,0.9
O=C1CCC(C(=O)N2CCc3ccccc3C2)N1 (stereo not drawn),-0.1,0.5,-0.8,-6.3
COc1cc(/C=C2\N=C(c3ccccc3)N(c3ccc(Br)c(C)c3)C2=O)cc(OC)c1OC,0.0,9.4,-1.2,-7.5
O=C1c2ccc([N+](=O)[O-])cc2C(=O)N1Cc1cccnc1,-0.1,-3.4,-0.3,-0.6
CCCCCCC(=O)Oc1ccccc1N1C(=O)c2ccc(Br)cc2C1=O,-0.1,-4.0,0.2,-1.7
CC(=O)Nc1ccc(Nc2nc(Nc3ccnn3C)ncc2C)cc1,0.0,0.2,-1.7,14.5
COP(=O)(OC)C(Nc1ccc(C)cc1)c1ccc(Br)cc1 (stereo not drawn),-0.3,6.2,1.4,2.1
COc1cc(OC)cc(C(=O)Nc2ccc(-c3ccc(NC(=O)c4cc(OC)cc(OC)c4)c(OC)c3)cc2OC)c1,-0.1,5.6,-0.9,6.0
C=CCOc1ccc(Br)cc1CNCCCN1CCOCC1,-0.5,16.3,3.7,-9.7
CCCCN(C)CCCNC(=O)c1ccc(CNS(=O)(=O)c2ccc(F)cc2)cc1,-0.1,-5.2,-0.2,-4.1

Assay outcomes (PubChem)
